Compound activity deposited in PubChem by several laboratories.
GPR55 LPI antagonism – inhibition of LPI-stimulated GPR55 beta-arrestin translocation – imaging, U2OS, beta-arrestin-GFP, LPI agonist, primary screen (AID 2013); U2OS GPR55 beta-arrestin-GFP translocation imaging, LPI antagonism; higher % means a stronger effect; one-dose inhibition, % at 10 µM; IC50 in µM for titrated hits; 290,000 compounds, 0.13% hits;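 active means spots per cell inhibited over 60%, with over 100 cells counted and total cytoplasm intensity under 500,000; inconclusive means wells with under 100 cells, flagged as likely toxic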;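 further: U2OS cells stably carrying GPR55 and arrestin-GFP stimulated by 5 µM LPI near EC80; imaged beta-arrestin-GFP aggregate spots per cell after agonist stimulation; plate controls were LPI-stimulated DMSO wells for no effect and DMSO wells without LPI for full effect; some results filed as inactive read as strong as hits; confirmed hits need IC50 under 10 µM and bright autofluorescent wells are also inconclusive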
GPR55 activation – selective activators of receptor GPR55 – imaging, U2OS cells, beta-arrestin-GFP redistribution, primary screen (AID 1961). 290,000 compounds, 0.048% hits. U2OS GPR55 beta-arrestin-GFP redistribution imaging; higher % means a stronger effect. activation, % at 10 µM; hits with a dose series show EC50 in µM;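 active means activation above 40% with more than 50 cells counted in the well; inconclusive means wells holding fewer than 50 cells, flagged as toxic or sparse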;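 further: U2OS osteosarcoma cells stably expressing GPR55 and beta-arrestin-GFP; plate controls were DMSO negative control for no effect and LPI positive control for full effect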
West Nile virus CPE – inhibition of WNV-induced cytopathic effect – cell-based, CPE readout (AID 1621) | West Nile virus-infected cells, CPE inhibition; higher % means a stronger effect | one-dose CPE inhibition, % at 10 µM; IC50 in µM for titrated hits | 290,000 compounds, 0.02% hits; in the data active means a potency from the dose series; inconclusive means CPE inhibition mostly from about 3.7% at the one dose, without a potency; inactive means the rest, 99 in 100 with CPE inhibition below about 2.2%; further: strong numbers were not always called active
T cell HTS – T cell immune modulation candidate. 2C CD8+ T cell-vesicle binding, flow cytometry; hits give low values. calls only at 7 µM. 330,000 compounds, 0.068% hits;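 active means response, share of CD8 T cells binding vesicles, and their 90th percentile fluorescence all below set limits, cut at about 80% in these data, passing the limit was not always enough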
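Benchmarks: naked versus QL9-loaded vesicles / Assay system: purified 2C TCR transgenic mouse naive CD8+ T cells / Technique: high-throughput flow cytometry with anti-B7-1 and anti-CD8 staining / Timing: Cell–vesicle co-incubation 1.5 h at 37 °C, staining 20 min on ice / Read-out: percent CD8+ FL2 mean versus row control / Probe or stimulus: QL9-loaded Drosophila micro-vesicles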
NTR1 agonist – agonists of NTR1, primary screen, imaging, U2OS cells, beta-arrestin-GFP, high content (AID 493036) | P30989 | NTR1-U2OS beta-arrestin-GFP spot imaging, agonist mode | activation, % at 20 µM | 330,000 compounds, 0.17% hits;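 active means activation at or above 40% of the spot to cytoplasm intensity ratio, with at least 20 cells analyzed; inconclusive means wells under 20 cells, flagged as cytotoxic or low count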;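 further: 0% = DMSO without peptide and 100% = 100 nM NTR1 peptide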
Target sequence (P30989 whole entry, looked up): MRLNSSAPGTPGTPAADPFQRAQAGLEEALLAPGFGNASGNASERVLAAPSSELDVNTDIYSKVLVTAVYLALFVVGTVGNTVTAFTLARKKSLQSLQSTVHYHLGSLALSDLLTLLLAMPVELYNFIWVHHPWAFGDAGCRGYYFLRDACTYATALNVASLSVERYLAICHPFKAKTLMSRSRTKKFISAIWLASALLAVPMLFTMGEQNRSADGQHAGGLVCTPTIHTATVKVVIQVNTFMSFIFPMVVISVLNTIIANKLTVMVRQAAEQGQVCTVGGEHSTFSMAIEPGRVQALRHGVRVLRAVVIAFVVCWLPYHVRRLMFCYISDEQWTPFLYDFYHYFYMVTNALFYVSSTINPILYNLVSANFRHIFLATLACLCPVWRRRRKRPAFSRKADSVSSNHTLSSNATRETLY
KOR beta-arrestin-1 – KOR antagonists, beta-arrestin recruitment, cell-based, luminescence, uHTS (AID 1778). 290,000 compounds, 0.091% hits. one-dose inhibition, % at 10 µM; IC50 in µM for titrated hits. KOR beta-arrestin recruitment, luminescence, antagonist mode; higher % means a stronger effect; in the data active means inhibition above about 50%; further: strong numbers were not always called active
Salmonella PhoP GFP – PhoP-dependent GFP reporter repression – Salmonella Typhimurium, primary screen (AID 1863) | S. Typhimurium PhoP-regulated promoter GFP reporter, 4 h; higher % means a stronger effect | one-dose inhibition, % at 50 µM; IC50 in µM for titrated hits | 300,000 compounds, 0.16% hits;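 active means inhibition over 29.93%, a cutoff 3 SD above the screen mean, later confirmed by dose response; inconclusive means inhibition over 29.93% but no dose response follow-up; inactive means inhibition at most 29.93% or unconfirmed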;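 further: 0% = low Mg2+ inducing control and 100% = high Mg2+ repressing control; strong numbers were not always called active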
GPR35 antagonists – inhibition of zaprinast-stimulated GPR35 beta-arrestin translocation – imaging, U2OS, beta-arrestin-GFP, zaprinast agonist, primary screen (AID 2058); U2OS GPR35 beta-arrestin-GFP translocation imaging, zaprinast antagonism; higher % means a stronger effect; inhibition, % at 10 µM; hits with a dose series show IC50 in µM; 290,000 compounds, 0.052% hits;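 active means inhibition of at least 50% with at least 30 cells and total cytoplasm GFP at most 10,000,000; inconclusive means under 30 cells or total GFP of 10,000,000 plus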
KOR beta-arrestin-2 – kappa opioid receptor activators – cell-based, luminescence, uHTS, primary screen (AID 1777). activation, % at 10 µM; hits with a dose series show EC50 in µM. KOR beta-arrestin recruitment, luminescence; higher % means a stronger effect. 280,000 compounds, 0.02% hits; in the data active means activation above about 50%, passing the limit was not always enough; further: a part of the inactive calls stands beside numbers as strong as those of hits
T cell HTS vesicle-bound % – recorded beside T cell HTS, whose call it bears; double positive events, %; measured here: CD8+ vesicle-bound cell fraction;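 binding gate set so that unloaded-vesicle control wells show 10% double positive cells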
NTR1 agonist cell count 20 µM – also measured in NTR1 agonist; calls as there; cell count; measured here: cell count, cytotoxicity flag
Active calls of the source: *; i = inactive; ? = inconclusive; / = not tested or not shown. Random draw from the library, and some 0.62% of all compounds hit somewhere here.

Sequence of screens: GPR55 LPI antagonism	GPR55 activation	West Nile virus CPE	T cell HTS	T cell HTS vesicle-bound %	NTR1 agonist	NTR1 agonist cell count 20 µM	KOR beta-arrestin-1	Salmonella PhoP GFP	GPR35 antagonists	KOR beta-arrestin-2
CC1=C(C(=O)OCCOC(C)C)C(c2cc3c(cc2Br)OCO3)CC(=O)N1 (centres undefined)
  -6%	0.5%	-0.7%	i	35	-0.1	82	-20%	-1%	-7%	-3.5%
CCCC(=O)NC(C)C(c1cccs1)N1CCN(C)CC1 (centres undefined)
  4%	-0.2%	0.0%	i	17	0.3	71	-40%	-8%	12%	-4.7%
CCOC(=O)c1c(NC(=O)CSc2ncccn2)sc2c1CCN(Cc1ccccc1)C2
  13%	0.5%	-0.5%	/	/	/	/	/	8%	-8%	-1.4%
Cn1c(N)c(C(=O)COC(=O)CSc2ccc(Cl)cc2)c(=O)n(C)c1=O
  0%	-0.3%	0.1%	i	10	6.3	50	-34%	16%	-1%	20%
C[C@@H]1CCC[C@@]2(O[C@@H](CCO)C[C@@H](O)[C@@H]2O)O1
  /	/	0.0%	i	46	-0.6	73	/	-6%	/	/
Cc1cc(C)n2nc(C(=O)NCc3ccccc3)cc2n1
  -2%	-0.2%	0.9%	i	18	0.2	56	5%	16%	3%	7.9%
Fc1ccc(NC(=S)N2CCSC2c2cccs2)cc1 (centres undefined)
  0%	0.1%	0.5%	i	40	-0.4	58	10%	-11%	4%	-4.9%
CCOc1ccc2ccccc2c1/C=N/NC(=O)CNC(=O)c1ccccc1F
  7%	-0.1%	-0.6%	i	48	0.1	52	-1%	5%	10%	-2.9%
Cc1ccccc1OCC(=O)NN1CCN(C)CC1
  18%	0.0%	0.3%	i	54	-0.8	67	-9%	3%	-2%	-2.9%
CC(C)C(NC(=O)c1cccnc1)C(=O)O (centres undefined)
  -4%	-0.1%	0.7%	i	67	1.8	65	2%	2%	20%	1.5%
Cc1oc(C(C)(C)C)cc1C(=O)N1CCN(c2ccc(C(F)(F)F)cn2)CC1
  -14%	-0.2%	-0.7%	i	34	4.6	53	-26%	-2%	1%	1.7%
CCN(CC)S(=O)(=O)c1ccc(Cl)c(NC(=O)COc2ccccc2[N+](=O)[O-])c1
  2%	-0.4%	0.2%	i	27	13	41	1%	1%	-13%	11%
Cc1ccc(CNC(=O)CCNS(=O)(=O)c2ccc3c(c2)c(=O)n(C)c(=O)n3C)cc1
  1%	-0.1%	0.3%	i	9	-0.2	64	-16%	-1%	4%	1.6%
CCNc1nc(C(=O)O)nc(N2CCOCC2)n1
  11%	0.3%	1.4%	i	39	-0.6	58	-30%	4%	8%	5.3%
CCOC(=O)C1CCCN(C(=O)/C=C/c2cc(OC)c(OC)c(OC)c2)C1 (centres undefined)
  10%	0.6%	0.1%	i	60	1.5	87	14%	1%	-14%	-2.1%
CC(C)Cn1c(-c2ccc(C#N)cc2)nc2c1c(=O)[nH]c(=O)n2CC(C)C
  7%	-0.1%	0.0%	i	25	-0.5	40	20%	1%	-7%	-8.3%
Cc1cc(C)cc(OCC(=O)NNC(=O)c2cc3ccccc3o2)c1
  4%	0.4%	-0.5%	i	55	-0.4	98	6%	-3%	14%	-2.7%
COC(=O)c1cccc(NS(=O)(=O)c2ccc(NC(C)=O)cc2)c1C
  21%	-0.2%	-0.6%	i	21	-0.3	85	1%	-4%	-7%	2.5%
Nc1nc(Nc2ccc(Cl)cc2)nc(NCCO)c1[N+](=O)[O-]
  -17%	-0.2%	0.7%	i	22	0.7	51	6%	-2%	8%	-1.0%
CC1=C(C(=O)OCc2ccccc2)C(c2cccnc2)n2nnnc2N1 (centres undefined)
  8%	0.0%	-1.0%	i	43	0.6	28	4%	-1%	7%	-2.2%

Entries from the list above with an aryl thioether with sulfur outside any ring, in the order listed:
Sequence of screens: GPR55 LPI antagonism	GPR55 activation	West Nile virus CPE	T cell HTS	T cell HTS vesicle-bound %	NTR1 agonist	NTR1 agonist cell count 20 µM	KOR beta-arrestin-1	Salmonella PhoP GFP	GPR35 antagonists	KOR beta-arrestin-2
CCOC(=O)c1c(NC(=O)CSc2ncccn2)sc2c1CCN(Cc1ccccc1)C2
  13%	0.5%	-0.5%	/	/	/	/	/	8%	-8%	-1.4%
Cn1c(N)c(C(=O)COC(=O)CSc2ccc(Cl)cc2)c(=O)n(C)c1=O
  0%	-0.3%	0.1%	i	10	6.3	50	-34%	16%	-1%	20%

The main list resumes; the 2 compounds before the break are reprinted first.
Sequence of screens: GPR55 LPI antagonism	GPR55 activation	West Nile virus CPE	T cell HTS	T cell HTS vesicle-bound %	NTR1 agonist	NTR1 agonist cell count 20 µM	KOR beta-arrestin-1	Salmonella PhoP GFP	GPR35 antagonists	KOR beta-arrestin-2
Nc1nc(Nc2ccc(Cl)cc2)nc(NCCO)c1[N+](=O)[O-]
  -17%	-0.2%	0.7%	i	22	0.7	51	6%	-2%	8%	-1.0%
CC1=C(C(=O)OCc2ccccc2)C(c2cccnc2)n2nnnc2N1 (centres undefined)
  8%	0.0%	-1.0%	i	43	0.6	28	4%	-1%	7%	-2.2%
CCOc1cc(S(=O)(=O)N(CC)CC)ccc1Cl
  8%	0.3%	-1.2%	i	70	0.9	45	-2%	5%	16%	-4.2%
O=C1CC(NNc2ccccc2)C(=O)N1c1cccc(Cl)c1 (centres undefined)
  6%	0.3%	0.2%	i	37	-0.4	51	0%	5%	3%	-1.3%
CCOC(=O)N1CCC(N2Cc3cccc(C(=O)N4CCN(c5cccc(Cl)c5)CC4)c3C2=O)CC1
  6%	-0.5%	-0.7%	i	51	0.4	82	3%	-1%	-5%	2.6%
O=C(N/N=C/c1cccs1)C1CC(=O)N(c2ccccc2)C1 (centres undefined)
  -8%	-0.3%	0.6%	i	12	1.6	45	18%	0%	-17%	-2.7%
Cc1ccc(-n2c(N)c(C(N)=O)sc2=S)cc1
  0%	-0.1%	0.0%	i	19	1.1	58	-17%	-1%	5%	-2.1%
CC(C)C(=O)Nc1nnn(C)n1
  9%	-0.2%	-0.4%	i	32	0.3	79	-13%	8%	7%	-3.1%
O=C(CC(O)(c1ccccc1)C(F)(F)C(F)F)c1cccs1 (centres undefined)
  -10%	0.2%	0.3%	i	44	-0.4	87	-13%	-4%	5%	3.4%
CC1=NOC(=O)/C1=C\c1ccc(-c2ccccc2Br)o1
  10%	0.1%	-0.6%	/	/	/	/	-81%	-3%	-7%	4.0%
O=C(NCc1ccccc1)Nc1cccn(Cc2ccccc2)c1=O
  4%	-0.1%	-1.7%	i	41	0.0	59	4%	12%	-6%	-1.4%
COc1ccc(CN2CCNC(=O)C2CC(=O)NC2CCCCCC2)c(F)c1 (centres undefined)
  -5%	-0.1%	-0.7%	i	3	0.0	60	-12%	3%	3%	2.5%
Cc1cc(C(=O)NCCCN2CCN(c3cc(Cl)ccc3C)CC2)n(-c2ccccc2)n1
  -13%	-0.1%	-0.7%	i	34	-0.6	85	10%	-6%	13%	-9.2%
COC(=O)c1ccc2c(=O)n(CCCCCC(=O)NCc3ccc4c(c3)OCO4)c(=O)[nH]c2c1
  -6%	-0.1%	0.0%	i	40	-0.1	81	-18%	-14%	3%	0.9%
CC(=O)Oc1ccc2c(=O)c(N3C(=O)c4ccccc4C3=O)c(C)oc2c1
  11%	-0.4%	-0.3%	i	39	0.2	52	11%	0%	22%	19%
CSCCC(NC(=O)c1ccccc1)C(=O)N1CC=C(c2ccccc2)CC1 (centres undefined)
  4%	0.0%	-0.6%	i	5	3.5	57	-17%	0%	2%	-0.7%
N=c1n(Cc2ccc(Cl)cc2)c2ccccc2n1CC(O)COc1ccccc1 (centres undefined)
  23%	-0.3%	-1.9%	i	12	8.6	44	-50%	4%	-30%	-0.7%
CCCn1c(N)c(C(=O)CN2CCc3ccccc3C2)c(=O)n(C)c1=O
  -8%	0.5%	-0.1%	i	32	-0.3	46	-19%	-7%	3%	0.8%
COc1ccccc1N1CCN(C2CCCN(S(=O)(=O)c3ccccc3)C2)CC1 (centres undefined)
  1%	-0.1%	-1.6%	i	35	1.2	62	-26%	2%	2%	4.5%
CN(C)S(=O)(=O)c1ccc(Cl)c(NC(=O)CN2CCN(Cc3ccc4c(c3)OCO4)CC2)c1
  6%	-0.1%	-1.0%	i	55	3.3	59	3%	-6%	-12%	-1.5%
COc1cccc(CNC(=O)N2CCN(S(=O)(=O)c3ccc(C)cc3)CC2)c1
  6%	-0.1%	-0.2%	i	17	-1.3	32	-1%	-4%	17%	0.9%
O=C(COC(=O)c1ccco1)Nc1nc2c(F)c(F)c(F)cc2s1
  2%	0.1%	-0.9%	i	32	-1.2	48	-10%	4%	2%	-3.6%
Cc1ccc(C(NC(=O)NC(C)c2ccccc2)C(Cl)(Cl)Cl)cc1F (centres undefined)
  7%	0.0%	?	i	44	4.7	70	-18%	6%	5%	1.2%
CC(=O)Nc1ccc(NS(=O)(=O)c2cc(Cl)ccc2Cl)cc1
  0%	0.8%	0.3%	i	51	2.7	47	20%	-2%	4%	-1.5%

2 compounds from above with just NTR1 agonist.
structure | NTR1 agonist
CSCCC(NC(=O)c1ccccc1)C(=O)N1CC=C(c2ccccc2)CC1 (centres undefined) | 3.5
N=c1n(Cc2ccc(Cl)cc2)c2ccccc2n1CC(O)COc1ccccc1 (centres undefined) | 8.6
